FBPA Giardia inh = blocks Giardia fructose-bisphosphate aldolase activity. Potency, µM (doses to about 59.6 µM), for the others: at the top dose activity, negative = inhibition, hits mostly inhibitors. actives 0.71% (n = 290,000). AID 2451. purified Giardia FBPA; further: potency means the concentration at half of the fitted maximal effect; on the % scale 0 is the no-effect control and ±100 the full control effect; nearly all actives have a fitted effect of over 55% in size
Target sequence (A8B2U2 whole entry, looked up): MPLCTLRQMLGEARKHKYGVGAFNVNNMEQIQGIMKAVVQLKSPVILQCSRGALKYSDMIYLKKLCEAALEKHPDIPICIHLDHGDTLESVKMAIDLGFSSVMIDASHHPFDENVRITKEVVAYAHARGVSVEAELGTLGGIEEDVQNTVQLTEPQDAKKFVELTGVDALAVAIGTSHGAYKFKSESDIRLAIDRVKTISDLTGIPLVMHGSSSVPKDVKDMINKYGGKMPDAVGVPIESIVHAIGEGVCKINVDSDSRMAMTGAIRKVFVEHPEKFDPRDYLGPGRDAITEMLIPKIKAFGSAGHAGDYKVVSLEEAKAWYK
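40 nM FBPA preincubated 10 min at RT with compound (up to 57.5 uM final), then substrate plus GAPDH/TPI/NAD/arsenate coupling and diaphorase/resazurin added. Fluorescence read after 20 min at RT, 525/598 nm.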
AMA1-RON2 inh = AMA1-RON2 (P. falciparum) interaction inhibition | AlphaScreen AMA1-biotinylated RON2 peptide binding | Potency, µM (series often up to 58.2 µM), without a hit: at the top dose activity change, negative = inhibition, actives largely listed as inhibitors | actives 0.2% (n = 360,000);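 further: potency means the concentration at half of the fitted maximal effect; 0% = vehicle wells and -100% = peptide control; nearly all actives have a fitted effect of over 45% in size; some results filed as inactive show a strong effect at the top dose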
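AMA1 (3D7) with his tag at 25 nM final met compounds first, then biotinylated RON2 peptide at 25 nM; detection used donor plus acceptor beads, 10 µg/mL apiece, read by AlphaScreen after 30 min at room temperature.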
AmpC no deterg = blocks E. coli AmpC beta-lactamase in detergent-free assay. P00811. AmpC nitrocefin hydrolysis, absorbance 480 nm, 0.0001% Triton. Potency, µM (titrated, usually from 57.1 µM), for the others: at the highest dose activity change, negative = inhibition, usual class: inhibitors. actives 0.52% (n = 330,000);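 further: potency means the concentration at half of the fitted maximal effect; plate controls were no compound for no effect and no enzyme for full effect; nearly all actives have a fitted effect of over 20% in size; some results filed as inactive show a strong effect at the top dose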
Target sequence (P00811 whole entry, looked up): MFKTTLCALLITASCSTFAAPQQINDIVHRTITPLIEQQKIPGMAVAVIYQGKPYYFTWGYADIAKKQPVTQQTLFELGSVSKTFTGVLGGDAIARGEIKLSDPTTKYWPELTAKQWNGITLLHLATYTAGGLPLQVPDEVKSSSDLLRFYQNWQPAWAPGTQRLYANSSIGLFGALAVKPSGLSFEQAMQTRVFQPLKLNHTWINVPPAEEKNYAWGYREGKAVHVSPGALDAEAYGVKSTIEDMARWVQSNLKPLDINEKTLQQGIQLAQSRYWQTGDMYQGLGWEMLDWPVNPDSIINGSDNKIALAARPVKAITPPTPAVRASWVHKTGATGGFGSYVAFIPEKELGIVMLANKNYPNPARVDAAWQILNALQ
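20 mM phosphate pH 7.0 + 0.01% (detergent screen) or 0.0001% Triton X-100; 5.3 nM AmpC reagent; cpd preinc 15 min RT; nitrocefin (800 uM stock) to start; A480 q20 s × 4 min; Activity was normalised to no-enzyme and no-compound control wells.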
AmpC inh detg = AmpC beta-lactamase inhibition with detergent present; P00811; AmpC hydrolysis of nitrocefin, absorbance 480 nm, 0.01% Triton; Potency, µM (doses to about 114 µM), inactives show at the top dose activity change, negative = inhibition, hits mostly inhibitors; actives 0.041% (n = 370,000); AID 485294;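 further: potency means the concentration at half of the fitted maximal effect; 0% = no-compound wells and -100% = no-enzyme wells; nearly all actives have a fitted effect of over 25% in size; some results filed as inactive show a strong effect at the top dose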
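AmpC (5.3 nM in the dispensed reagent) in 20 mM phosphate pH 7.0 with 0.01% (detergent screen) or 0.0001% Triton X-100 was preincubated with compounds for 15 min at room temperature. Nitrocefin was then added from an 800 uM solution, and hydrolysis was followed at 480 nm.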
Cycloheximide cs = counter-screen hit for Shiga toxin inhibitors, cycloheximide | max response, % | actives 12% (n = 300,000) | AID 2314 | cell reporter, cycloheximide protein synthesis inhibition counterscreen; in the data active means max response mostly above about 13%, no sharp cut-off; inactive means mostly below about 14%; further: read at 38.3 µM for the half of the compounds with a filed dose; 0% is about no effect
HCMV antiviral = inhibitors of human cytomegalovirus; actives 4.5% (n = 410,000); HFF cells, HCMV-luciferase reporter, 72 h; stronger effect = lower value; activity change, negative = inhibition, % at 57.5 µM; in the data active means activity change below about -60%; inconclusive means no clear call, values can overlap the other calls; inactive means above about -39%; further: on the % scale 0 is the no-effect control and ±100 the full control effect
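HFF cells seeded 16 h at 37C, treated with compounds, infected with luciferase-reporter HCMV at MOI 1 PFU/cell; luciferase read at 72 h post infection, normalized to buffer-only and Salinomycin controls.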
Shiga inhibitor = blocks Shiga toxin action in Vero cells; Vero cells, Shiga toxin protein synthesis inhibition reporter; inhibition, % at 38.7 µM; actives 9.2% (n = 290,000); in the data active means inhibition mostly above about 28%, no sharp cut-off; inactive means mostly below about 43%; further: 0% is about no effect
* hit, by the source's call; ? = inconclusive; / = not tested or not shown; [ ] = dose if it differs, or a comment. Unless noted, the call rests on the fitted dose curve; in most records, active means well fitted curve in the direction sought with a large enough effect; inconclusive means small, poorly fitted or top-dose-only effect, or another doubt; inactive means no such curve, though single readings can be large; an effect the other way counts as inactive or inconclusive.

Order of values: FBPA Giardia inh, AMA1-RON2 inh, AmpC no deterg, AmpC inh detg, Cycloheximide cs, HCMV antiviral, Shiga inhibitor
1: COc1ccc(-c2cc(C(F)F)n3ncc(C(=O)n4ccnc4C)c3n2)cc1
→ 2%, 42%[activator], -11%, -14%, -2, 145, -12
2: O=[N+]([O-])c1cccc(-c2nnc3cccc(Cl)n23)c1
→ -6%, 6%, -17%, 3%, 4, 36, 35
3: COc1ccc(CCN2CCCn3c2nc2c3c(=O)[nH]c(=O)n2C)cc1OC
→ 6%, 0%, 1%, 1%, 11, 14, -3
4: CC(C(=O)O/N=C(\N)c1cccnc1)c1ccc([N+](=O)[O-])cc1 (stereo not given)
→ -4%, -8%, -15%, -1%, 19, -4, -11
5: O=C(N/N=C/c1ccc(-c2cccc([N+](=O)[O-])c2)o1)c1cccs1
→ 0%, -3%, -43%, -11%, 13*, 28, 6
6: O=C(O)c1ccc(N/N=C/C=C/c2ccccc2[N+](=O)[O-])cc1
→ -5%, ?, -24%, 7%, 45*, 39, 52*
7: COCCN(C(=O)COC(=O)c1cc(C)n(-c2ccccc2)c1C)c1c(N)n(Cc2ccccc2)c(=O)[nH]c1=O
→ /, 12%, 207%[activator], ?, /, -39, /
8: Cn1nc(-c2ccc(NCCO)c([N+](=O)[O-])c2)c2ccccc2c1=O
→ 1%, 5%, -10%, 0%, -3, 68, -7
9: CN(C)C(=O)N1CCC(C(=O)NCC2CCCO2)CC1 (stereo not given)
→ 6%, 17%, -14%, -10%, 9, 13, -12
10: CCOC(=O)CNC(=S)N(CCCN1CCN(C)CC1)Cc1cccs1
→ 8%, 0%, 5%, ?, 3, 8, 33
11: OC[C@H]1O[C@H](OC[C@H]2O[C@H](OC[C@H]3O[C@H](O[C@]4(CO)O[C@H](CO)[C@@H](O)[C@@H]4O)[C@H](O)[C@@H](O)[C@@H]3O)[C@H](O)[C@@H](O)[C@H]2O)[C@H](O)[C@@H](O)[C@H]1O
→ /, 5%, 3%, ?, /, -22, /
12: CCOC(=O)c1c(C)nc2sc3c(=O)n(-c4ccc(C(C)=O)cc4)cnc3c2c1-c1ccc(OC)cc1
→ 6%, -6%, -5%, -11%, 2, -38, -6
13: CCN(CC)C(=O)Cc1cc(C(=O)O)c2ccccc2n1
→ 2%, -3%, -10%, ?, -2, -11, -29
14: Cc1cc(NC(=O)C2CCN(C(=O)c3ccco3)CC2)ccc1Br
→ /, -16%, 22%, ?, /, ?, /
15: CCOc1cc(C(=O)N2CCN(C/C=C/c3ccccc3)CC2)cc(OCC)c1OCC
→ -5%, -10%, 166%[activator], ?, -4, -26, -12
16: COc1ccc(-c2cc(=O)oc3cc(OCC(=O)NCC4CCC(C(=O)O)CC4)ccc23)cc1 (stereo not given)
→ -2%, 17%, -21%, 1%, -2, ?, 8
17: COc1ccc(CCn2c(C)cc(C(=O)COC(=O)c3ccc(NC(=O)CC#N)cc3)c2C)cc1
→ /, -1%, 18µM*, -7%, -4, /, -1
18: CN(C)Cc1c(C(=O)N/N=C/c2ccccc2OCc2c(F)cccc2Cl)nnn1-c1nonc1N
→ 6%, -16%, -16%, 2%, 1, ?, -9
19: O=S(=O)(Nc1ccncc1Cl)c1cc(Cl)ccc1Cl
→ 25%, -20%, -14%, -9%, 9, -36, 10
20: CC(=O)Nc1cccc(N2C(=O)CCC2=O)c1
→ 0%, -2%, -17%, -2%, -7, 17, 7

Down the list, quoted from above.
Nos. 4–14 in AmpC no deterg, in turn: -15%, -43%, -24%, 207%[activator], -10%, -14%, 5%, 3%, -5%, -10%, 22%

New compounds follow.
Order of values: FBPA Giardia inh, AMA1-RON2 inh, AmpC no deterg, AmpC inh detg, Cycloheximide cs, HCMV antiviral, Shiga inhibitor
21: COc1cccc(NC(=O)c2cccc(S(=O)(=O)N3CCN(Cc4ccccc4)CC3)c2)c1
→ /, 1%, -22%, ?, /, -15, /
22: CCOC(=O)c1cc(CNC(=O)c2c(C)oc3c2CCCC3)c(C)o1
→ -2%, 0%, 50%, -1%, 11, 6, -8
23: CCOC(=O)c1c(N2C(=O)Nc3ccccc3N2O)n[nH]c1-c1cccc(Cl)c1
→ ?, 11%, -27%, -7%, 1, -21, 18
24: Cc1cc(C)cc(NC(=S)NCc2cccs2)c1
→ 2%, -4%, -2%, 1%, -2, -13, 26*
25: COCCCNC(=O)CSC1=Nc2ccccc2C2=NC(c3ccccc3)C(=O)N12 (stereo not given)
→ 13%, -12%, -4%, 1%, -7, -64*, 21
26: Cn1ccc(NC(=O)c2ccc(Cl)cc2)n1
→ /, -7%, -15%, ?, /, 19, /
27: COc1ccc(N2CCN(C(=O)NC(=O)c3ccc(Cl)cc3)CC2)cc1
→ /, -10%, -3%, 5%, 9, -20, 11
28: CCCN1C(=O)c2ccccc2NC1c1ccc(OC)cc1OC (stereo not given)
→ 8%, -14%, -5%, -14%, -4, 53, -5
29: CC(=O)N1CCN(S(=O)(=O)c2cccc(C(=O)NNC(=O)COc3ccc(F)cc3)c2)CC1
→ /, 35%[activator][11.6 µM], -25%, -13%, /, 53, /
30: Cc1cc(Cl)ccc1NC(=S)NC(C)(C)C
→ 2%, 12%, -28%, -13%, -3, -24, 11
31: Cc1ccc(C(=O)CSc2ccc(-c3cccnc3)nn2)cc1
→ -2%, 0%, -18%, -3%, 18, 16, 34
32: O=c1[nH]c(SCc2cccc(Cl)c2)nc2ccccc12
→ 3%, 1%, -50%, ?, -4, -12, -6
33: O=C(Nc1ccc(C(=O)OC2CCCCC2)cc1)c1ccncc1
→ -1%, 5%, 84%[activator], -8%, 12, -78*, 7
34: Cc1cc(=O)oc2cc(NC(=O)C(C)N3C(=O)C4CCCCC4C3=O)ccc12 (stereo not given)
→ /, 3%, -7%, 2%, /, 8, /
35: Cc1cc(C(C)(C)C)ccc1OC(=O)C1=CC=CN2CCS(=O)(=O)N=C12
→ /, -11%, 5%, -5%, /, -39, /
36: N#C/C(=C\c1cccnc1)C(=O)Nc1ccc(S(N)(=O)=O)cc1
→ -5%, -15%, -14%, -16%, 3, 10, -6
37: CCCCn1nc(C(=O)NCC2COc3ccccc3O2)c2ccccc2c1=O (stereo not given)
→ /, -3%, -6%, -1%, /, -7, /
38: CC(=O)Nc1cccc(C(=O)NNC(=O)c2n[nH]c(=O)c3ccccc23)c1
→ /, 0%, -6%, 6%, /, -15, /
39: COCCn1c(=NC(=O)c2nc3ccccc3s2)sc2cc(S(C)(=O)=O)ccc21
→ 2%, -3%[2.32 µM], -24%, 6%, -6, 1, -5
40: Cc1sc2ncn(CC(=O)NCCCC(=O)N3CCN(c4ccccc4F)CC3)c(=O)c2c1C
→ 0%, 2%, 164%[activator], ?, -4, -37, -6

Ordered by heavy-atom count (lowest first): some entries from above
Order of values: FBPA Giardia inh, AMA1-RON2 inh, AmpC no deterg, AmpC inh detg, Cycloheximide cs, HCMV antiviral, Shiga inhibitor
30: Cc1cc(Cl)ccc1NC(=S)NC(C)(C)C
→ 2%, 12%, -28%, -13%, -3, -24, 11
24: Cc1cc(C)cc(NC(=S)NCc2cccs2)c1
→ 2%, -4%, -2%, 1%, -2, -13, 26*
33: O=C(Nc1ccc(C(=O)OC2CCCCC2)cc1)c1ccncc1
→ -1%, 5%, 84%[activator], -8%, 12, -78*, 7

Later entries.
Order of values: FBPA Giardia inh, AMA1-RON2 inh, AmpC no deterg, AmpC inh detg, Cycloheximide cs, HCMV antiviral, Shiga inhibitor
41: c1ccc(Cc2nnc3sc(-c4ccncc4)nn23)cc1
→ 8%, -5%, -15%, -19%, -1, ?, -1
42: Clc1ccsc1-c1ccc2ccccc2n1
→ 0%, 55%[activator], -26%, 3%, 57*, 32, 107*
43: COC(=O)c1ccc(C2C(Oc3ccccc3)C(=O)N2CCc2ccc(F)cc2)cc1 (stereo not given)
→ 2%, -5%, -22%, -12%, -4, -20, -4
44: CCCCn1c(N)c(N(CC(C)C)C(=O)c2cc(-c3ccncc3)nc3ccccc23)c(=O)[nH]c1=O
→ /, 13%, -3%, 0%, /, -2, /
45: O=C(Nc1cccc(NC(=O)c2ccc(-c3ccc(Br)cc3)o2)c1)c1ccco1
→ -1%, -3%, ?, -11%, 38*, ?, 92*
46: N/C(Cc1cccc2ccccc12)=N\OC(=O)c1ccc(Br)o1
→ -16%, /, -29%, 0%, 18, 102, 47
47: COc1ccc(CNC2CCN(Cc3ccccc3)CC2)cc1
→ 2%, 0%, 9%, 9%, -2, 42, -2
48: CC(C)OP(=O)(c1ccc(N(C)C)cc1)C(O)c1ccc(Br)cc1 (stereo not given)
→ 3%, -1%, 71%[activator], -4%, -7, -10, -6
49: CCCN1CC(=O)N2C(c3cccc(OC)c3OC)c3[nH]c4ccccc4c3C[C@H]2C1=O (stereo not given in full)
→ 20%, -1%, 149%[activator], 4%, -2, 76, -11
50: COc1ccc(OC)c(NC(=O)NCCN2CCN(c3ccccc3)CC2)c1
→ 5%, -11%, 13%, 15%, 4, 52, -18
51: CCN1C(=O)c2cccc3c(N)ccc1c23
→ 0.35µM*, -15%, -9%, ?, 15, 77, 10
52: Cc1nc(Cc2nnc(SCC(=O)N3CCN(c4ccccc4)CC3)o2)cs1
→ /, 9%, -4%, -15%, /, -15, /
53: Cc1cccc(C)c1OP(N)(=O)Oc1c(C)cccc1C
→ -5%, -4%, 2%, 0%, -2, 8, 3
54: CC(C)(C)C(=O)CSc1nc2ncc(Br)cc2[nH]1
→ -13%, 6%, -22%, -3%, 36*, -7, 4
55: COc1ccccc1CNc1nc2nc(C)c(Cl)c(=O)n2[nH]1
→ 1%, 7%, ?, -2%, -1, 52, -2
56: CCCC(NCC(=O)Nc1cc(S(=O)(=O)N2CCOCC2)ccc1OC)c1ccccc1 (stereo not given)
→ /, -5%, 141%[activator], -6%, /, 13, /

Entries of single compounds as entered above. Order of screens: FBPA Giardia inh | AMA1-RON2 inh | AmpC no deterg | AmpC inh detg | Cycloheximide cs | HCMV antiviral | Shiga inhibitor
Results for COc1ccccc1CNc1nc2nc(C)c(Cl)c(=O)n2[nH]1 = 1% | 7% | ? | -2% | -1 | 52 | -2
Results for Cc1sc2ncn(CC(=O)NCCCC(=O)N3CCN(c4ccccc4F)CC3)c(=O)c2c1C = 0% | 2% | 164%[activator] | ? | -4 | -37 | -6
Results for O=c1[nH]c(SCc2cccc(Cl)c2)nc2ccccc12 = 3% | 1% | -50% | ? | -4 | -12 | -6

From PubChem
